High-throughput results from PubChem.
KCNQ2 inh: KCNQ2 potassium channel inhibitors, primary screen, cell-based, CHO-K1, FluxOR thallium flux, B-score (AID 2156); O88943; 20 min; hits give low values; B-score at 10 µM; 310,000 compounds, 1.1% hits;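 active means fluorescence ratio B-score at most minus 3 library SDs, with starting brightness B-score within 2 library SDs, cut at about -5.5 in these data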
Target sequence (O88943 whole entry, looked up): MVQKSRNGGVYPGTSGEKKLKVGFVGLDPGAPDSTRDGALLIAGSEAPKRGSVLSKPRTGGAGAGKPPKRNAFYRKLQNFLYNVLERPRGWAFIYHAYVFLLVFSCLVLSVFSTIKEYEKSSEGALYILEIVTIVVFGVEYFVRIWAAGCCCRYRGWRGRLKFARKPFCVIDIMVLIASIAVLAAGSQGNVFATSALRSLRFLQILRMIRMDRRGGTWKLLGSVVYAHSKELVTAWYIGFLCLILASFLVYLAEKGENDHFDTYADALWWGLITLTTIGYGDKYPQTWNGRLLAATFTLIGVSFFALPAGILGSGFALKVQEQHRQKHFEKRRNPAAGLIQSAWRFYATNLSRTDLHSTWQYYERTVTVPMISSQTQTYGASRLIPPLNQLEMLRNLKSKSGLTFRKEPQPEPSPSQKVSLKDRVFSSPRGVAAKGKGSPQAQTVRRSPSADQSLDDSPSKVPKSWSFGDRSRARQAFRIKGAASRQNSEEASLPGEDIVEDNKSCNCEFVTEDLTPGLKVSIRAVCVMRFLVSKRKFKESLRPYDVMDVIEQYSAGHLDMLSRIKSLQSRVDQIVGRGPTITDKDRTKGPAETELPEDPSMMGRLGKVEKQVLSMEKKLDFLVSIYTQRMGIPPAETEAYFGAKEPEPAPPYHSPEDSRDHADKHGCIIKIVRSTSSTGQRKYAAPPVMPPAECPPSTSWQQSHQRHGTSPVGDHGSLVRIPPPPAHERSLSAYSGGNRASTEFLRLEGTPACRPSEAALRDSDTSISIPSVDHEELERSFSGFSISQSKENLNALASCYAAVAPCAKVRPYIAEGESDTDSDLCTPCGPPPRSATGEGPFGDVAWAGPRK
Kir21 inh: blocks the mouse Kir2.1 inward-rectifier potassium channel | AID 1672 | 310,000 compounds, 0.85% hits | HEK293-Kir2.1, FluxOR thallium flux fluorescence; hits give low values | P35561 | B-score at 10 µM;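 active means fluorescence ratio B-score at or below minus 3 SD of library scores, with starting-brightness B-score within 2 SD, cut at about -4.2 in these data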;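 further: channel flux triggered by added potassium and thallium sulfate stimulus; B-score of peak minus minimum fluorescence over baseline after thallium stimulus; more negative B-score means stronger Kir2.1 block with less thallium influx; some compounds called inactive have numbers as strong as hits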
An asterisk follows results filed as active; i = inactive.

| mol | KCNQ2 inh | Kir21 inh |
| --- | --- | --- |
| O=C(Nc1ccc(N2CCN(C(=O)c3ccc(Cl)cc3)CC2)cc1)c1cccnc1 | i | -0.12 |
| CN(C)c1ccccc1C(=O)c1ccccc1N(C)C | i | 1.18 |
| COC(=O)c1ccc2ncccc2c1 | i | -1.05 |
| CCOc1ccc(/C(O)=C2/C(=O)C(=O)N(CC3CCCO3)C2c2ccco2)cc1 (stereo unspecified) | i | -1.77 |
| COc1ccc(Cn2c(-c3ccc(Br)cc3)c[n+]3ccccc23)cc1 | i | -1.83 |
| CCOC(=O)N1CCN(S(=O)(=O)c2ccc(C(=O)N(CCCN(C)C)c3nc4c(F)cc(F)cc4s3)cc2)CC1 | i | 0.15 |
| COc1cccc(NC(=O)c2ccc(S(=O)(=O)N(C)C)cc2)c1 | i | -1.08 |
| CCOC(=O)Cc1csc(NS(=O)(=O)c2ccc(OC)cc2)n1 | i | -0.01 |
| NC(=O)C1CCN(C(=O)c2cccc(S(=O)(=O)N3CCc4ccccc4C3)c2)CC1 | i | -1.22 |
| Cc1ccc(N2CN=c3s/c(=C\c4cccnc4)c(=O)n3C2)cc1 | i | -0.16 |
| CN(CCCNC(=O)c1cccn2c(=O)c3ccccc3nc12)Cc1ccccc1 | i | 0.85 |
| COc1ccc(C)cc1NC(=O)C(Sc1nnc(-c2ccncc2)n1-c1ccc(Cl)cc1)c1ccccc1 (stereo unspecified) | -7.93* | -1.92 |
| COc1ccc(-c2ccc3nnc(SCC(=O)Nc4ccc(NC(C)=O)cc4)n3n2)cc1 | i | 1.03 |
| COc1cc(C(=O)N2CCN(Cc3ccccc3C(F)(F)F)CC2)cc(OC)c1OC | i | 0.25 |
| O=C(N/N=C/CCc1ccccc1)C1CCCCC1 | i | -1.01 |
| CC(=O)c1cccc(NC(=O)NC(C)C2CCCO2)c1 (stereo unspecified) | i | 0.4 |
| Cc1cc(NC(=O)COn2nnc3ccc(S(C)(=O)=O)cc32)ccc1Br | i | 2.3 |
| Cc1ccc(NC(=O)c2ccc(S(=O)(=O)N3CCCCC3)cc2)cc1 | i | 1.16 |
| Cc1cc(F)ccc1S(=O)(=O)N(C(=O)c1ccncc1)c1ccc(OC(=O)c2ccncc2)cc1 | i | 1.19 |
| Cc1ccc(S(=O)(=O)NC(CC(C)C)C(=O)N2CC(C)OC(C)C2)cc1 (stereo unspecified) | i | -0.79 |
| Cc1cccc(NC(=O)c2c(C)nn(-c3ccccc3)c2Cl)c1 | i | -0.18 |
| O=C(N/N=C/c1ccccc1F)c1cc2c(ccc3ccccc32)o1 | i | 3.35 |
| COc1cccc(-c2nnc3sc(-c4ccc(C)cc4)nn23)c1 | i | -0.6 |
| O=c1c2[nH]c3ccccc3c2ncn1CCCn1ccnc1 | i | -1.61 |
| Cc1ccc(S(=O)(=O)c2c(C)c(C)c(C)[nH]c2=O)cc1 | i | 0.06 |
| CC(NC(=O)C1CCC(=O)N1Cc1ccc(F)cc1)c1ccc2c(c1)OCCO2 (stereo unspecified) | i | 0.02 |
| COc1ccc(NC(=O)NC2CC3CCCC(C2)N3Cc2ccccc2)cc1 (stereo unspecified) | i | -3.03 |
| Cc1ccc(C(c2nnnn2CC2CCCO2)N2CCN(Cc3ccccc3)CC2)cc1 (stereo unspecified) | i | 0.11 |
| C=CCOc1cccc(/C=N/NC(=O)CN2CCCCC2)c1 | i | -3.2 |
| O=C1c2cccc3c([N+](=O)[O-])c(O)cc(c23)C(=O)N1Nc1ccccc1 | i | 2.47 |
| CC(C)(C)n1nnnc1C(c1ccncc1)N1CCN(C2CCCCC2)CC1 (stereo unspecified) | i | -2.37 |
| CC(NC(=O)NC1CCCCC1)c1ccc2c(c1)OCO2 (stereo unspecified) | i | 0.17 |
| CC(=O)Nc1ccc(S(=O)(=O)N2CCN=C2SCc2cccc(C)c2)cc1 | i | -2.29 |
| CC(C)N1CCC(N2CCN(Cc3cccc4nonc34)CC2CCO)CC1 (stereo unspecified) | i | 0.27 |
| O=C(O)C1C2CCC(O2)C1C(=O)NCc1ccncc1 (stereo unspecified) | i | 0.51 |
| CC(Oc1ccc(F)cc1)C(=O)/C=C\N(C)C (stereo unspecified) | i | 0.84 |
| C=CCNCCCCOc1c(Cl)cc(C)cc1Br | i | -9.35* |
| COC(=O)c1ccc2[nH]cc(CCO)c2c1 | i | 1.88 |
| O=C(CSc1ccc2nnc(-c3cccc(F)c3)n2n1)NCc1ccco1 | i | -0.01 |
| CCCCNC(=O)C1CCCN1C(=O)Nc1cccc(OC)c1 (stereo unspecified) | i | -2.14 |
| CCCc1nnc(NC(=O)CCC(=O)N2CCN(c3ccccc3)CC2)s1 | i | 1.2 |
| CCC(C)NC(=O)C1CCC(CNS(=O)(=O)c2ccc3c(c2)N(C(C)=O)CCO3)CC1 (stereo unspecified) | i | -0.74 |
| O=C(CCCNC(=O)/C(=C/c1ccc(F)cc1)NC(=O)c1ccccc1)OCc1ccccc1 | i | 1.17 |
| Cc1ccc(C)c(-n2cc(CNC(C)Cn3cncn3)c(-c3ccccc3)n2)c1 (stereo unspecified) | i | -1.33 |
| CC(C)Oc1cccc(C(=O)Nc2ccc(NC(=O)c3ccco3)cc2)c1 | i | -1.5 |
| COc1cc(OC)cc(C(=O)NCC(=O)OCc2cc(=O)oc3cc(OC)ccc23)c1 | i | -0.9 |
| CC1=CCC(C(=O)O)(C(=O)N/N=C/c2cccs2)C(c2ccc([N+](=O)[O-])cc2)C1 (stereo unspecified) | i | 0.75 |
| CC(C)Oc1ccc(C2NC(=O)NC2=O)cc1 (stereo unspecified) | i | 0.51 |
| CC(C)CC(C)NC(=O)c1ccc(C(F)(F)F)cc1 (stereo unspecified) | i | -0.35 |
| CCC(=O)Nc1cccc(-c2nc3ccccc3o2)c1 | i | -0.09 |
| CCN(CC)S(=O)(=O)c1ccc(N2CCOCC2)c(NC(=O)Cc2ccc(Cl)cc2)c1 | i | 0 |
| Cc1ccc(C(=O)NCC(=O)OCC(=O)Nc2cccc(S(=O)(=O)N3CCCC3)c2)cc1C | i | 0.14 |
| CC(C)(C)NC(=O)CSc1nc(O)cc(=O)[nH]1 | i | 1.11 |
| CC1CCN(Cc2ccc(-c3nn[nH]n3)cc2)CC1 | i | 0.45 |
| CCOC(=O)c1[nH]c(C)c(/C(O)=C2\C(=O)C(=O)N(CCN3CCOCC3)C2c2cccs2)c1C (stereo unspecified) | i | 1.15 |
| COC(=O)c1cc(OC)c(OC)cc1NC(=S)N1CCN(C/C=C/c2ccccc2)CC1 | i | -0.56 |
| COc1ccc(C)cc1-n1nnnc1SCc1cc(=O)n2cc(C)ccc2n1 | i | 0.63 |
| CN(Cc1cccs1)C(=O)Cc1csc(-c2ccccc2)n1 | i | 0.68 |
| CC(OC(=O)Cn1cnc2c1c(=O)n(C)c(=O)n2C)C(=O)c1ccccc1 (stereo unspecified) | i | 0.02 |
| COc1ccccc1Nc1nc(Cl)c(C=O)s1 | i | -0.4 |

(cont.)
| mol | KCNQ2 inh | Kir21 inh |
| --- | --- | --- |
| Cc1cc(C(=O)NCC(=O)Nc2c(C)cccc2C)c(C)o1 | i | 0.02 |
| CN(C)c1ccc(/C=C(/NC(=O)c2ccccc2Cl)C(=O)NCCN2CCOCC2)cc1 | i | 0.46 |
| Cc1ccc(-c2nnc(SCC#CCOC(=O)c3ccco3)o2)cc1 | i | -0.79 |
| CC(C)COc1ccc(C(=O)N(CC(=O)Nc2ccccc2C(F)(F)F)Cc2ccco2)cc1 | i | 0.57 |
| Cc1ncc([N+](=O)[O-])n1CC(=O)N/N=C/c1ccccc1F | i | -1.19 |
| CCOC(=O)C1(CC2CC2)CCN(C(=O)c2cc(C3CC3)nc3ccccc23)CC1 | i | 0.63 |
| CCn1c(C)c(C2=CCN(S(=O)(=O)c3ccccc3)CC2)c2ccccc21 | i | 0.92 |
| S=C1SCN(CCN2CCOCC2)CN1Cc1ccccc1 | i | 0.03 |
| O=P(c1ccccc1)(c1ccccc1)c1nc(-c2ccccc2)oc1NCc1ccccc1 | i | -0.91 |
| N#CCCn1cc(/C=N/N=C2\NC(=O)C(CC(=O)O)S2)c(-c2ccc(F)cc2)n1 (stereo unspecified) | i | -0.06 |
| CSc1nccn1C(=O)c1ccccc1[N+](=O)[O-] | i | 2.45 |
| Cc1ccc(N2CC(NC(=O)C(=O)c3c(C)[nH]c4ccccc34)CC2=O)cc1 (stereo unspecified) | i | -0.01 |
| CC(Oc1ccccc1Cl)C(=O)N1CCCN(C)CC1 (stereo unspecified) | i | 0.55 |
| CCOC(=O)c1cc(C(=O)Nc2ccc(S(=O)(=O)Nc3ccc(OC)cc3)cc2)nn1C | i | -0.89 |
| O=C1OC(Nc2ccc(Br)cc2F)c2ccccc21 (stereo unspecified) | i | 1.17 |
| CN1CCN(c2ccc(NC(=O)CSc3nnnn3-c3ccccc3F)cc2)CC1 | i | -0.09 |
| O=C(OC1CCOC1=O)c1cccc(S(=O)(=O)Nc2ccc(F)cc2)c1 (stereo unspecified) | i | -0.41 |
| Nc1ccc(O)cc1C(=O)OCC(=O)c1ccc(C2CCCCC2)cc1 | i | -0.08 |
| O=C(Nc1nccs1)c1cc(-c2ccccc2)nc2ccccc12 | i | 0.83 |
| CCC1CCCCN1CCNC(=O)C1CCN(S(=O)(=O)c2c(C)noc2C)CC1 (stereo unspecified) | i | -0.05 |
| O=C(NC1CCCc2ccccc21)C1CCN(S(=O)(=O)c2ccccc2)CC1 (stereo unspecified) | i | 0.55 |
| COc1ccc(N2CCN(Cc3nc4c(c(=O)[nH]c(=O)n4C)n3Cc3cccc(Cl)c3)CC2)cc1 | i | -2.42 |
| NS(=O)(=O)c1ccc2nc(NC(=O)C3=COCCO3)sc2c1 | i | 0 |
| Cc1onc(-c2c(F)cccc2Cl)c1-c1nnc(-c2ccc(C(F)(F)F)cc2)o1 | i | 0.04 |
| Cc1ccc(S(=O)(=O)NC(=O)Nn2c(C)nnc2C)cc1 | i | -0.32 |
| C/C(=N\NC(=O)c1cc(-c2ccc(C)s2)[nH]n1)c1ccncc1 | i | 2.35 |
| CCCCNC(=S)NNC(=O)C12CC3CC(CC(C3)C1)C2 | i | -1.19 |
| CC1CCCCC1NC(=O)C1CCC(CNS(=O)(=O)c2ccc(F)cc2)CC1 (stereo unspecified) | i | 0.22 |
| Cc1nn(-c2cc(C(F)(F)F)ccn2)c(=O)o1 | i | -0.49 |
| Cc1ccc(C)c(S(=O)(=O)Nc2ccc(C(=O)NCCCN3CCOCC3)cc2)c1 | i | -2.55 |

Among those listed so far, 5 contain a CF3 group:
| mol | KCNQ2 inh | Kir21 inh |
| --- | --- | --- |
| COc1cc(C(=O)N2CCN(Cc3ccccc3C(F)(F)F)CC2)cc(OC)c1OC | i | 0.25 |
| CC(C)CC(C)NC(=O)c1ccc(C(F)(F)F)cc1 (stereo unspecified) | i | -0.35 |
| CC(C)COc1ccc(C(=O)N(CC(=O)Nc2ccccc2C(F)(F)F)Cc2ccco2)cc1 | i | 0.57 |
| Cc1onc(-c2c(F)cccc2Cl)c1-c1nnc(-c2ccc(C(F)(F)F)cc2)o1 | i | 0.04 |
| Cc1nn(-c2cc(C(F)(F)F)ccn2)c(=O)o1 | i | -0.49 |

Following part.
| mol | KCNQ2 inh | Kir21 inh |
| --- | --- | --- |
| CCOC(=O)c1sc(Nc2nc(C)cc(OC)n2)nc1C | i | 0.9 |
| Cc1ccc(-c2csc3ncnc(Nc4ccc(N5CCOCC5)cc4)c23)cc1 | i | -0.13 |
| Cc1ccnn1CC(=O)N/N=C/c1ccco1 | i | -0.68 |
| C/C(=N\NC(=S)Nc1cc(S(=O)(=O)N2CCOCC2)ccc1Cl)c1ccccc1F | i | -0.07 |
| CC(C)(C)Nc1ncnc2sc(-c3ccccc3)cc12 | i | 0.1 |
| COc1cccc(N2CCN(c3ncnc4c3[nH]c3ccccc34)CC2C)c1 (stereo unspecified) | -11.1* | 1.96 |
| CCc1cccc(C)c1NC(=O)COC(=O)Cc1ccsc1 | i | 1.67 |
| Cc1cc(C)c(/C=C(\C#N)S(=O)(=O)c2ccccc2)[nH]1 | i | 1.41 |
| CCOc1ccc(C(C(=O)NCC2CCCO2)N(C(=O)c2snc(C(N)=O)c2N)c2ccc(F)cc2)cc1 (stereo unspecified) | i | 0.88 |
| O=C(CSc1nc2cc(Cl)ccc2s1)NCc1ccc2c(c1)OCO2 | i | -1.42 |
| Cc1c(C(=O)N2CCN(CCc3ccccc3)CC2)oc2ccccc12 | i | 0.17 |
| CS(=O)(=O)N(CC(=O)N1CCCC1)c1cccc(Cl)c1Cl | i | 0.21 |
| Nc1c(C(=O)c2ccccc2)sc2nsc(SCCN3CCCC3)c12 | i | -3.48 |
| Cc1cc(=O)nc2c3ccccc3n(C(C)C(=O)NCCC(C)C)n12 (stereo unspecified) | i | -1.48 |
| COc1ccc(CC(=O)NCc2ccccc2)cc1 | i | -0.12 |
| COc1ccc(Cl)cc1NS(=O)(=O)c1cccc(C(=O)NCC(c2ccco2)N(C)C)c1 (stereo unspecified) | i | -0.94 |
| CCCCOc1ccc(-c2nnn(C(C)(C)C(=O)OC)n2)cc1 | i | -0.9 |
| COCCNC(=S)NN(c1ccccc1)c1ccccc1 | i | -0.59 |
| Cn1c(SCC(=O)N2CCN(S(=O)(=O)c3ccc(Cl)cc3)CC2)nc2ccccc21 | i | -1.7 |
| O=C(CSc1nnc(CNC(=O)c2ccccc2)o1)NCc1ccc2c(c1)OCO2 | i | -0.08 |
| COc1cccc(-c2cc(C(=O)N3CCN(C(=O)c4ccco4)CC3)on2)c1 | i | 0.03 |
| O=C(CCNC(=O)c1ccccc1Cl)NN1C(=O)NC2(CCCCC2)C1=O | i | 2.41 |
| CCc1nnc(NC(=O)CSc2ccc(Cl)cc2)s1 | i | 0.28 |
| O=C(CNC(=O)C12CC3CC(CC(C3)C1)C2)OCC(=O)N1CCCCC1 | i | 1.97 |
| COC(=O)c1sc2nc(-c3ccccc3)nc(N3CCN(C)CC3)c2c1C | i | -0.03 |
| CC(C)[C@H](NC(=O)C1CC(=O)N(c2ccc3c(c2)OCO3)C1)C(=O)NC1CCCC1 (stereo partly specified) | i | -0.02 |
